Compound activity from PubChem BioAssay.
Lipid storage S3: qHTS Assay for Lipid Storage Modulators in Drosophila S3 Cells. Drosophila S3 cells, BODIPY lipid droplet fluorescence, 18-24 h; cells fed with added oleic acid. actives 0.64% (n = 320,000). lipid storage change, negative = inhibition, % at the top dose, mostly 46.1 µM; hits show Potency in µM; active = well fitted inhibition curve with a large enough effect in the signal ratio, with a control signal flat, not every such curve was filed as active; inconclusive = small, poorly fitted or top-dose-only effect, or effect the other way, or a change in a side signal; the % refers to the signal ratio
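Laser-scanning cytometry quantifies lipid droplet accumulation (500–530 nm total intensity; droplet/cell object ratio) in oleic acid-fed (400 uM added) Drosophila S3 cells treated with a concentration series. 20 uM Triacsin C defined 100% inhibition.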
Lipid storage S3 cell count max: second read-out of Lipid storage S3, no call of its own (marks repeat the call); cell number change, %; measured here: cell count max response;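 cells counted by Cell Tracker Red CMTPX staining in the red channel; peak over a dose series mostly up to 46.1 µM; percent activity relative to internal control wells on each plate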
Active calls of the source: *; i = inactive; ? = inconclusive; nt = not tested or not shown; [ ] = another dose, or the depositor's remark. % is scaled to controls: 0 for no effect and ±100 for the full control effect; potency is read from the fitted curve at half-maximal effect. Not all compounds are listed (hit frequency here may not be typical).

No. | molecule | Lipid storage S3 | Lipid storage S3 cell count max
1 | CSCCC(NC(=O)/C(=C\c1ccc(Cl)cc1)NC(=O)c1ccccc1)C(=O)O (centres undefined) | ? | nt
2 | O=C(c1ccc(S(=O)(=O)N2CCOCC2)cc1)N(c1ccccc1)C1C=CS(=O)(=O)C1 (centres undefined) | 15% | nt
3 | COc1ccc(C(=O)NCCc2ccccc2)cc1OC | -16% | -12
4 | CS(=O)(=O)N1N=C(c2cccs2)CC1c1ccccc1F (centres undefined) | ? | nt
5 | O=C(COc1ccc(F)cc1F)Nc1cccnc1 | ? | nt
6 | COc1ccc(CNC(=O)CCCc2ccccc2)cc1 | ? | nt
7 | CN(C(=O)Cn1nnc2ccccc2c1=O)C1CCCCC1 | i | 2
8 | COc1ccccc1N1CC(C(=O)Nc2ccc(N3CCOCC3)cc2)CC1=O (centres undefined) | ? | nt
9 | COc1cccc(N/N=C(\C#N)S(=O)(=O)C(C)(C)C)c1 | 5% | -3
10 | CCc1ccccc1OCC(=O)Nc1cccc(S(=O)(=O)NC2=NCCC2)c1 | 10% | 3
11 | CCC(NC(=S)NCc1ccccc1)C(=O)O (centres undefined) | ? | nt
12 | O=C(Nc1cnn(Cc2ccc(F)cc2)c1)c1cc(-c2cccs2)on1 | ? | nt
13 | CCOC(=O)c1cn[nH]c1NC(=S)Nc1ccc(OC)cc1 | -4% | 11
14 | O=C(CN1CC(=O)Oc2ccccc21)OCC(=O)c1ccc(F)cc1 | ? | nt
15 | C=CCn1c(SCC(=O)Nc2ccccc2)nnc1-c1cccc(S(=O)(=O)N2CCOCC2)c1 | 17% | nt
16 | CCOc1ccc(C(=O)Nc2ccc(S(=O)(=O)N3C[C@@H]4C[C@@H](C3)c3cccc(=O)n3C4)cc2)cc1 | ? | nt
17 | Fc1cnc(N2CCc3ccccc32)nc1N1CCc2ccccc21 | ? | nt
18 | CCCN(c1ccccc1C(=O)O)S(=O)(=O)c1ccc2c(c1)n(C)c(=O)n2C | 8% | 4
19 | CC1CCCCC1NC(=S)NC(=O)c1ccccc1Br (centres undefined) | 21% | 13
20 | Cc1ccccc1NC(=O)C1CCN(S(=O)(=O)c2ccc3c(c2)NC(=O)C(C)S3)CC1 (centres undefined) | i | -5
21 | CCOc1ccc2nc(N/C(N)=N/C(=S)Nc3ccc(C)c(C)c3)nc(C)c2c1 | ? | nt
22 | C=CCOc1ccccc1CN1CCC(n2nccc2NC(=O)C2CC2)CC1 | ? | nt
23 | CCOc1ccccc1N1CCN(CC(=O)Nc2ccccc2C(=O)NC2CC2)CC1 | ? | nt
24 | CC(C)OCCCNC(=O)CN1C(=O)COc2ccc(S(=O)(=O)N3CCCCCC3)cc21 | 9% | 7
25 | CC(C)CCSc1nc2c(c(=O)[nH]c(=O)n2C)n1CCc1ccccc1 | ? | nt
26 | CCc1nnc(NS(=O)(=O)c2ccc(NCc3cc(Cl)cc(Cl)c3O)cc2)s1 | -3% | 7
27 | CCOc1cccc(NC(=O)c2cccc(F)c2)c1 | ? | nt
28 | Cc1cccc(N(C)S(=O)(=O)c2ccc3[nH]c(=O)c(=O)[nH]c3c2)c1 | -8% | -11
29 | O=C(CSc1nc(-c2ccccc2)c(-c2ccccc2)o1)NCCCO | ? | nt
30 | NC(=O)N\N=C/C=C/C=C/c1ccc(F)cc1 | -8% | -9
31 | COc1cccc(NC(=O)c2ccc(-c3ccc([N+](=O)[O-])cc3)o2)c1 | ? | nt
32 | CC(NS(=O)(=O)c1ccccc1)C(=O)NC1CCCC1 (centres undefined) | -22% | -1
33 | CCOC(=O)C1CCCN(c2c(Nc3cc(C)cc(C)c3)c(=O)c2=O)C1 (centres undefined) | -1% | 12
34 | Cc1ccc(-c2nn(-c3ccccc3)cc2C(=O)OCC(=O)Nc2ncc(Cl)cc2Cl)cc1 | -20% | 2
35 | Cc1cc(C)n(-c2ccc(C(=O)N3CCN(c4ccccn4)CC3)cc2)n1 | 12% | 8
36 | C=CCc1cccc(C=Nc2ccc(Br)cc2)c1O | -1% | 10
37 | COc1ccccc1CNC(=O)CCCNC(=O)Cn1cnc2sc(C)c(C)c2c1=O | i | 12
38 | CCOC(=O)C1=C(C)NC(SCc2cc(=O)[nH][nH]2)=C(C#N)C1c1cccs1 (centres undefined) | ? | nt
39 | CCOC(=O)C1=C(Nc2ccccc2)OCC1=O | -11% | 3
40 | O=C(CCS(=O)(=O)c1ccc(Br)cc1)N1CCN(c2ccccc2F)CC1 | i | 6
41 | Cc1cccc(C2c3[nH]c4ccccc4c3CCN2C(=O)c2cc3c([nH]c2=O)CCCC3)n1 (centres undefined) | -12% | -15
42 | CCOC(=O)C1=C(C)N(Cc2ccccc2)C(=O)NC1c1ccc(OC)cc1 (centres undefined) | -3% | -10
43 | Cc1[nH]c2ccccc2c1C(=O)CSC(=S)N(C)C1CCCCC1 | ? | nt
44 | C/C(=N\NC(=O)COc1ccc(C)cc1C(C)C)c1cc2ccccc2o1 | ? | nt
45 | CCOc1ccccc1NC(=O)C1CCCN1C(=O)OCc1ccccc1 (centres undefined) | ? | nt
46 | Cc1cc(NC(=O)C2CC=CCC2C(=O)O)no1 (centres undefined) | ? | nt
47 | COc1ccccc1OCC(=O)NNC(=O)c1cccs1 | ? | nt
48 | COc1ccc(C(=O)c2c3ccc(C(F)(F)F)cc3[n+]([O-])n2CCCN)cc1 | ? | nt
49 | COC(=O)CC1(c2ccccc2)C(=O)c2ccccc2C1=O | ? | nt
50 | CC(=O)NC1(c2cccc(F)c2)CCN(CC(=O)NC2CCCCC2)CC1 | 5% | -21
51 | Cn1c(-n2c(CCCN3C(=O)c4ccccc4C3=O)nc3ccccc3c2=O)nc2ccccc21 | ? | nt
52 | O=C(c1cc(COc2c(F)cccc2F)on1)N1CCN(C2CCCCC2)CC1 | ? | nt
53 | CCN(CC(=O)Nc1ccccc1OC)C(=O)C1CCC1 | i | 1
54 | COc1cccc(C(=O)NC2CCCc3ccccc32)c1OC (centres undefined) | ? | nt
55 | COc1cc(OC)cc(C(=O)NC(=S)N(Cc2ccccc2)C(C)C)c1 | ? | nt
56 | O=C(Oc1cccnc1)c1ccc([N+](=O)[O-])cc1Cl | 1% | 20
57 | Cc1sc2nc(CN3CCCC3)nc(Cl)c2c1C | ? | nt
58 | C=CCn1c(=O)/c(=C2/Sc3ccccc3N2CC)s/c1=C1/C(=O)NN=C1C | ? | nt
59 | CCOc1ccc(S(=O)(=O)N(C)C)cc1-c1nc2c(C(C)(C)C)nn(C)c2c(=O)[nH]1 | ? | nt
60 | CCN1C(=O)c2ccccc2S(=O)c2ccc(C(=O)N3CCCC3)cc21 (centres undefined) | -13% | nt

Among those listed so far, two contain a furan ring, fused or not:
No. | molecule | Lipid storage S3 | Lipid storage S3 cell count max
31 | COc1cccc(NC(=O)c2ccc(-c3ccc([N+](=O)[O-])cc3)o2)c1 | ? | nt
44 | C/C(=N\NC(=O)COc1ccc(C)cc1C(C)C)c1cc2ccccc2o1 | ? | nt

(list continues)
No. | molecule | Lipid storage S3 | Lipid storage S3 cell count max
61 | Cc1nc(N2CCN(Cc3ccc4c(c3)OCO4)CC2)nc2c1C(=O)CC(c1ccco1)C2 (centres undefined) | ? | nt
62 | Cc1ccc2cc(CN(CCc3ccccc3)C(=S)NCCCN(C)C)c(=O)[nH]c2c1 | ? | nt
63 | CCOn1c(=O)c(-c2cc3ccccc3o2)[n+]([O-])c2ccccc21 | ? | nt
64 | COc1ccc(Br)cc1C1SCCN1S(C)(=O)=O (centres undefined) | i | 11
65 | CCOc1ccc(-c2cc(C(=O)NCCCn3ccnc3)c3cc(Br)ccc3n2)cc1 | ? | nt
66 | O=C(NCCCNC(=O)c1ccc(F)cc1)c1ccc(F)cc1 | -9% | nt
67 | Cc1ccsc1/C=N/NC(=O)Cn1nc(C)c([N+](=O)[O-])c1C | 2% | 7
68 | COc1ccc(Cl)cc1NC(=O)c1cnc2sccn2c1=O | i | nt
69 | COc1ccc(C(=O)N2CCCC(CNC(=O)c3ccccc3Cl)C2)o1 (centres undefined) | i | 6
70 | COc1cc2c(cc1OC)CN(CC(=O)Nc1ccc(Cl)c(S(=O)(=O)N(C)C)c1)CC2 | -12% | 0
71 | C=CCNC(=O)NC(=O)c1csc([N+](=O)[O-])c1 | ? | nt
72 | CC1(C)Cc2c(c(N3CCCC3)[nH]c(=S)c2C#N)CO1 | i | -13
73 | O=C(Nc1c2c(nc3c1CCC3)CCCC2)c1ccccn1 | 30% | nt
74 | Cc1ccc(-c2nnn(CC(=O)NCCC3=CCCCC3)n2)cc1 | -5% | 4
75 | Clc1cc(Cl)cc(CN2CCSCC2)c1 | -3% | -8
76 | C=CCNC(=S)N(CC)c1cccc2ccccc12 | -4% | -15
77 | CNC(=O)CSc1nnc(-c2ccc3c(c2)OCO3)n1C | 0% | 7
78 | CCCn1c(N)c(N(CCOC)C(=O)c2cc3c(s2)CCCCC3)c(=O)[nH]c1=O | -10% | -6
79 | Cc1ccc(O)c(C(=O)c2cnn(C(=O)COc3ccc(Cl)cc3)c2)c1 | ? | nt
80 | CCN(CC)CCCN1C(=O)C(O)=C(C(=O)c2sc(C)nc2C)C1c1ccc(C)o1 (centres undefined) | 0% | 0
81 | OCCC1CN(Cc2cccc(-c3ccco3)c2)CCN1Cc1ccsc1 (centres undefined) | 14% | -2
82 | CCOc1ccccc1NC(=O)CCCN1C(=S)NC(C)(C)CC1C (centres undefined) | ? | nt
83 | C=C(C)c1cccc(C(C)(C)NC(=O)Nc2ccc(C(C)=O)cc2)c1 | ? | nt
84 | CC(=O)Nc1ccc(NS(=O)(=O)C(F)(F)F)cc1 | ? | nt
85 | CCOC(=O)C(=O)Nc1ccccc1C#N | ? | nt
86 | CCOC(=O)c1ccc(Nc2cc(C)nc3ncnn23)cc1 | i | 1
87 | CCc1nn(CC(=O)NCCC(C)C)c(=O)c2cc3c(OC)cccc3n12 | -18% | nt
88 | CC(=O)Cc1nsc(Nc2ccc(C)cc2)n1 | 8% | 24
89 | O=C(c1ccc(NC(=S)NCc2ccco2)cc1)N1CCOCC1 | ? | nt
90 | CC(=O)Nc1ccc(NC(=S)Nc2ccc(F)cc2)cc1 | ? | nt
91 | CC(SCc1ccccc1)C(=O)N/N=C/c1cccs1 (centres undefined) | 8% | 0
92 | COc1cc(/C=C2\SC(=O)NC2=O)ccc1OCc1ccc(Cl)nc1 | 7% | -7
93 | COc1ccc(C2CC2/C(C)=N/OC(=O)c2cccs2)cc1 (centres undefined) | i | nt
94 | COc1cc2c(cc1OC)C(c1ccc(-c3ccccc3Cl)o1)=NCC2 | ? | nt
95 | Cc1ccccc1NS(=O)(=O)c1cc(C(=O)Nc2cccnc2)ccc1C | ? | nt
96 | CCN(CCCNC(=O)CCNC(=O)Cn1ccc2ccccc2c1=O)c1ccccc1 | ? | nt
97 | CSC1=NSC2=NC(=O)/C(=C/c3coc4ccc(O)cc4c3=O)C(=N)N12 | ? | nt
98 | Cc1c(C(C)(C)O)[nH]c2ccc(C(F)(F)F)cc12 | i | -20
99 | Cc1sc(NC(=O)c2ccc(Br)s2)c(C(N)=O)c1C | ? | nt
100 | CN1C(c2ccccc2)CCOS1(=O)=O (centres undefined) | 15% | 12

Along the list, quoted from above.
Lipid storage S3 for entries 81–85, in order: 14%, ?, ?, ?, ?

(listing goes on)
No. | molecule | Lipid storage S3 | Lipid storage S3 cell count max
101 | COc1ccccc1CN1CC(=O)N2CSC[C@H]2C1=O | -3% | 10
102 | CCCOc1ccc(NC(=O)C2CC(=O)N/C(=N/N=C(\C)CCc3ccc4c(c3)OCO4)S2)cc1 (centres undefined) | ? | nt
103 | Cc1ccc2nc(NC3=NCN(Cc4cccnc4)CN3)nc(C)c2c1 | -2% | -13
104 | CCCc1cc(=O)oc2cc(OC(C)C(=O)NCc3ccccn3)c(Cl)cc12 (centres undefined) | ? | nt
105 | COc1ccc(OC)c(NC(=O)c2cnn(-c3ccccc3Cl)c2NC(=O)c2ccco2)c1 | ? | nt
106 | Cc1cc(-c2ccccc2)nc2[nH]n(-c3ccccc3)c(=O)c12 | 16% | -3
107 | CN1CCN(c2ncccc2S(=O)(=O)N2CCCCC2)CC1 | 9% | -5
108 | CC1=C(C(=O)Nc2ccccc2F)C(c2cccs2)NC(=S)N1 (centres undefined) | i | 1
109 | CCOc1ccccc1CN1CCN(Cc2ccc3cccc(OC)c3n2)CC1CCO (centres undefined) | ? | nt
110 | Cc1ccccc1Nc1nc(N)nc(COc2ccc(C#N)cc2)n1 | ? | nt
111 | CCNC(=S)NNC(=O)c1cccnc1 | 7% | 10
112 | COCCn1c(Cc2ccccc2)nnc1SCC(=O)N1CCCCC1C (centres undefined) | ? | nt
113 | O=C(CCSc1ccc(Cl)cc1)N1CCOCC1 | 15% | -2
114 | Cc1cc(=O)oc2cc(OC(C)C(=O)Nc3ccc(N4CCOCC4)cc3)ccc12 (centres undefined) | 20% | nt
115 | CC(=O)NC1CCN(C(=O)N2CCCC2)CC1 | ? | nt
116 | O=C(NC(Cc1ccccc1)C(=O)O)/C(=C\c1ccccc1)NC(=O)c1ccc(Br)o1 (centres undefined) | ? | nt
117 | O=c1[nH]cc(S(=O)(=O)N2CCN(c3cccc(C(F)(F)F)c3)CC2)c(=O)[nH]1 | -1%[0.0737 µM] | -1
118 | O=C(NCN1CCc2ccccc2C1)c1ccccc1 | 4% | 1
119 | CCOC(=O)c1cccc(NC(=O)CSc2nnc(COc3ccc(Cl)cc3)o2)c1 | 10% | -10
120 | Cc1ccc(-c2nnc3n2N=C(c2ccc(Br)cc2)CS3)cc1 | ? | nt

Compound profiles, as listed above.
Profile of CCNC(=S)NNC(=O)c1cccnc1 = Lipid storage S3 = 7%; Lipid storage S3 cell count max = 10
Profile of O=C(NC(Cc1ccccc1)C(=O)O)/C(=C\c1ccccc1)NC(=O)c1ccc(Br)o1 (centres undefined) = Lipid storage S3 = ?; Lipid storage S3 cell count max = nt
